SIRT5 block: SIRT5 desuccinylase inhibitors, primary screen, biochemical, fluorescence imaging, single point, set 5 | NAD-dependent protein deacylase sirtuin-5, mitochondrial (Homo sapiens), Q9NXA8 | Purified SirT5, succinyl-peptide AMC, trypsin-coupled fluorescence | inhibition, % at 15 µM | hit rate 1.1% among 330,000; in the data active means inhibition above about 15%; inconclusive means no clear call, values can overlap the other calls
Target sequence (Q9NXA8 whole entry, looked up): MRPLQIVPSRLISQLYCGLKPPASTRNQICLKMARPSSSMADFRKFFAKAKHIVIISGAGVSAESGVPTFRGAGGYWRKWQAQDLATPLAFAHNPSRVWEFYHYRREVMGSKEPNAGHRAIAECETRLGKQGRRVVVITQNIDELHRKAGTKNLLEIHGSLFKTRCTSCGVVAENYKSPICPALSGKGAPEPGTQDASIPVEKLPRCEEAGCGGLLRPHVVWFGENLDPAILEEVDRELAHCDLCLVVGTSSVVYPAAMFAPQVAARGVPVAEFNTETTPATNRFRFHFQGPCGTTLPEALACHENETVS
FN deposit inh: inhibitors of fibronectin matrix deposition, primary screen, AH1F cells, Alexa488-fibronectin fluorescence, plate reader | AH1F fibroblasts, overnight | inhibition, % at 12.6 µM | hit rate 0.086% among 350,000 | AID 743247, 2014;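 active means mean inhibition across replicates of 30% or more, regardless of how many single replicates reach that level; inconclusive means mean under 30% yet at least half of replicates reach 30%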;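 further: positive control wells lacked labelled fibronectin entirely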
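Material: AH1F fibroblast monolayer depositing Alexa488-labelled fibronectin into matrix / Amount: 10000 AH1F cells per well / Signal: fluorescence 485/525 nm / Medium: DMEM, 2% serum / Compound: single dose, pinned / Incubation: 1 h cell adhesion before compound, then overnight fibronectin incubation / Reagent: Alexa488-FN, 24 nM final / Read-out: inhibition of fibronectin deposition signal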
esBAF inh: Bmi1 luciferase reporter increase in mESCs, primary screen, esBAF inhibitor project, mouse ES cells, Bmi1 luciferase knock-in, single point; 24 h; 100% = twice the neutral-well signal; reporter increase, % at 12.5 µM; hit rate 2% among 350,000; in the data active means activation above about 40%; inconclusive means no clear call, values can overlap the other calls;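 further: 0% = median of the plate's neutral control wells and 100% = double that signal; a rise in the Bmi1 reporter signal indicates esBAF inhibition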
S100A4 inh HTS: inhibitors of S100A4-myosin IIA peptide binding, primary screen, biochemical, fluorescence polarization, TAMRA-MyoIIA peptide. inhibition, % at 10.7 µM. Protein S100-A4 (Homo sapiens), P26447. hit rate 0.14% among 360,000;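 active means mean inhibition of at least 70% across replicates, with every replicate also reaching that level; inconclusive means mean inhibition reaches 70% but some replicates fall short; inactive means mean inhibition below 70%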
Target sequence (P26447 whole entry, looked up): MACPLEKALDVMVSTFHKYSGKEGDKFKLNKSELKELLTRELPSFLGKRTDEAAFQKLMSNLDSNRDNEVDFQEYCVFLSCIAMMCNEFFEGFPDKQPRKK
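Test system – S100A4 monomer (human) · Compound – single-point compound testing · Schedule – 5 min incubation before reading · Probe or stimulus – TAMRA-labelled myosin IIA heavy-chain peptide probe, 5 nM · Benchmarks – neutral control DMSO, positive control TFP · Medium – Calcium-containing HEPES buffer, pH 7.2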
Statin myotox sup: suppressors of statin myotoxicity in C2C12 myotubes, primary screen, cell-based, single point, plate reader | hit rate 0.78% among 330,000 | AID 602340, 2012 | C2C12 myotubes + simvastatin, ATP luminescence, 48 h; scaled: DMSO 0, geranylgeraniol control 100 | rescue of ATP level, % at 7.49 µM;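 active means mean ATP rescue above about 67%, or every replicate alone reaching that limit, limit read from the data, passing the limit was not always enough; inconclusive means no clear call, values can overlap the other calls; inactive means mean under the limit and some replicate under it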;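 further: myotubes were challenged with 10 µM simvastatin during compound exposure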
Casp6 inh: human caspase-6 inhibitors, primary screen, biochemical, VEID-R110 fluorescence, single point, set 2; purified caspase-6, Z-VEID-R110 cleavage fluorescence; inhibition, % at 12.5 µM; hit rate 0.53% among 350,000; AID 686996, 2013; P55212;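 active means mean inhibition across replicates at least about 35%, with every replicate also reaching that limit, limit read from the data; inconclusive means only one of the two criteria met; inactive means neither criterion met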;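 further: 0% = median of neutral control wells and 100% = no fluorescence left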
Target sequence (P55212 24-179 limits assumed): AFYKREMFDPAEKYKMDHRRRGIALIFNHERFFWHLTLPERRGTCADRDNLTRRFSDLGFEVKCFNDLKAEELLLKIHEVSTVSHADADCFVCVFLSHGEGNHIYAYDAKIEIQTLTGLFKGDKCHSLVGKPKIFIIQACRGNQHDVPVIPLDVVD
Target sequence (P55212 194-293 limits assumed): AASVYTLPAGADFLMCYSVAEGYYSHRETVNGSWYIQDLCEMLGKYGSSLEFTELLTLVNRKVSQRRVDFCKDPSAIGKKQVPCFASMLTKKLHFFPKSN
LGR2 inh: inhibitors of bursicon-induced LGR2 CRE-luciferase signal, primary screen, cell-based, HEK293, CRE-luciferase reporter, bursicon stimulation | hit rate 0.35% among 380,000 | bursicon-stimulated, 4 h | Drosophila bursicon receptor LGR2 (rickets) | inhibition, % at 9.99 µM;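 active means drop in luminescence signal, shown as inhibition above about 50% in the replicate tests, limit read from the data, passing the limit was not always enough; inconclusive means probably only some replicates passing the limit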;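 further: agonist challenge used bursicon conditioned medium at about half maximal strength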
An asterisk follows results filed as active; ? = inconclusive; . = not tested or not shown; & = joins results of further samples. An excerpt (hit frequency here may not be typical).

Keys – A = SIRT5 block; B = FN deposit inh; C = esBAF inh; D = S100A4 inh HTS; E = Statin myotox sup; F = Casp6 inh; G = LGR2 inh
> CCCC(C(=O)Nc1ccc(S(=O)(=O)Nc2ncccn2)cc1)c1ccccc1 (configuration not stated)
  A = 2; B = .; C = -5; D = -11; E = 37; F = 3; G = 7
> COc1ccc(NC(=O)Nc2ccc3c(c2)CC(=O)N([C@@H](C)CO)C[C@@H](C)[C@@H](CN(C)C(=O)Nc2ccccc2)O3)cc1
  A = -2; B = .; C = 4; D = 1; E = -11; F = 0; G = -10
> CCN(C[C@H]1N[C@@](Cc2ccccc2)(C(=O)OC)[C@H]2C(=O)N(Cc3ccccc3)C(=O)[C@@H]12)S(=O)(=O)c1ccccc1
  A = -1; B = -4; C = 0; D = -1; E = -10; F = 0; G = 1
> COc1ccc(NC(=O)N(C)C[C@@H]2OCCCC[C@@H](C)Oc3ccc(NC(=O)Nc4c(C)noc4C)cc3C(=O)N([C@H](C)CO)C[C@H]2C)cc1
  A = -2; B = .; C = 7; D = 8; E = -17; F = 1; G = 15
> C[C@@H]1CCCCO[C@@H](CN(C)C(=O)c2ccncc2)[C@@H](C)CN([C@H](C)CO)C(=O)c2cc(NS(=O)(=O)c3ccc(F)cc3)ccc2O1
  A = -3; B = 2; C = 0; D = 20; E = .; F = 0; G = 5
> O=C(Cn1nc(C(=O)O)c2ccccc2c1=O)Nc1cc(Cl)cc(Cl)c1
  A = -3; B = 4; C = -6; D = -3; E = 1; F = -1; G = 13
> O=C(NNC(=O)c1cc(S(=O)(=O)N2CCCCC2)ccc1Cl)c1ccccc1O
  A = -6; B = 5; C = 24; D = -7; E = -1; F = 1; G = 13
> C[C@@H]1CN([C@H](C)CO)C(=O)c2c(c3ccccc3n2C)-c2ccccc2CO[C@H]1CN(C)Cc1cccc(C(F)(F)F)c1
  A = 4; B = 12; C = .; D = 6; E = .; F = -1; G = 41
> Cc1ccc(C)c(OCCC(=O)Nc2cc(S(=O)(=O)N3CCCCC3)ccc2C)c1
  A = -4; B = -3; C = -1; D = -3; E = 6; F = -1; G = 36
> O=C(CNC(=O)c1ccccc1F)Nc1ccccc1C(F)(F)F
  A = 6; B = -4; C = .; D = -26; E = .; F = -3; G = -1
> O=C(NN=Cc1ccccc1O)C(O)(c1ccccc1)c1ccccc1
  A = 7; B = 5; C = .; D = -1; E = .; F = -3; G = 4
> O=C1Nc2ccccc2-c2nnnn2C1N1CCC(Cc2ccccc2)CC1 (configuration not stated)
  A = 0; B = .; C = .; D = 8; E = .; F = 1; G = -3
> O=c1[nH]c(CSc2nnc(-c3ccccc3)n2-c2ccccc2)nc2ccccc12
  A = -5; B = -4; C = .; D = 10; E = .; F = 4; G = 1
> COc1cccc(NC(=O)N2CCCCCC2)c1
  A = -3; B = 10; C = 38; D = 4; E = 9; F = -3; G = -14
> COc1cc(C(=O)Nc2ccncc2)cc(OC)c1OC
  A = 0; B = .; C = 2; D = 11; E = -25; F = -1; G = -11
> Cc1c(C(=O)O)[nH]c2c1C(=O)CC(c1ccc(Cl)cc1)C2 (configuration not stated)
  A = 0; B = .; C = 5; D = 1; E = -4; F = 1; G = 2
> COc1ccc(CNc2ncnc3c2[nH]c2ccccc23)cc1
  A = -3; B = -3; C = .; D = -3; E = .; F = 1; G = 22
> O=C(NCC1CCOCC1)c1cc(COc2cccc(C(F)(F)F)c2)on1
  A = -5; B = -1; C = -2; D = -6; E = -3; F = 2; G = 7
> Cc1cccc(/C(N)=N/OC(=O)c2ccncc2)c1
  A = -1; B = 7; C = 12; D = -5; E = -6; F = 0; G = -38
> O=c1cc(Cl)c(-c2ccccc2)nn1Cc1ccc(Cl)cc1
  A = -1; B = 6; C = -4; D = 8; E = 2; F = -1; G = -19
> C[C@@H]1CN([C@@H](C)CO)C(=O)Cc2cc(NC(=O)CCC(F)(F)F)ccc2O[C@@H]1CN(C)S(=O)(=O)c1cn(C)cn1
  A = .; B = .; C = 3; D = .; E = -12; F = .; G = 6
> CC(=O)Nc1cccc(-c2cc(N3CCN(CCO)CC3)n3nccc3n2)c1
  A = -3; B = -6; C = .; D = -19; E = .; F = -25; G = -3
> CC(=O)N1[C@@H]2Cn3c(cccc3=O)[C@H]1[C@@H](C(=O)NCC1CCCCC1)[C@@H]2CO
  A = 2; B = .; C = -5; D = 35; E = 16; F = -2; G = 1
> CCCCN(CC)Cc1ccc(CNC(=S)Nc2cccc(F)c2)o1
  A = -7; B = 1; C = -1; D = -3; E = -13; F = -2; G = 0
> C[C@@H]1CCCCO[C@H](CN(C)C(=O)CCC(F)(F)F)[C@H](C)CN([C@@H](C)CO)C(=O)c2cc(NS(=O)(=O)c3ccccc3)ccc2O1
  A = 7; B = .; C = 6; D = -4; E = .; F = 3; G = 14

3 entries already listed, ordered by the value under esBAF inh, high to low.
Structure,esBAF inh
Cc1cccc(/C(N)=N/OC(=O)c2ccncc2)c1,12
COc1ccc(NC(=O)N(C)C[C@@H]2OCCCC[C@@H](C)Oc3ccc(NC(=O)Nc4c(C)noc4C)cc3C(=O)N([C@H](C)CO)C[C@H]2C)cc1,7
CCCC(C(=O)Nc1ccc(S(=O)(=O)Nc2ncccn2)cc1)c1ccccc1 (configuration not stated),-5

Next records follow:
Keys – A = SIRT5 block; B = FN deposit inh; C = esBAF inh; D = S100A4 inh HTS; E = Statin myotox sup; F = Casp6 inh; G = LGR2 inh
> COc1cccc(C(=O)NC2CC3CCC(C2)N3Cc2ccccc2)c1 (configuration not stated)
  A = 3; B = -2; C = -2; D = -2; E = -2; F = -7; G = 4
> Cc1[nH]c(C)c(S(=O)(=O)N2CCN(c3ccccc3F)CC2)c1C(=O)N1CCCCC1
  A = -2; B = -8; C = -3; D = -2; E = 3; F = 3; G = 1
> C[C@H]1CN([C@@H](C)CO)S(=O)(=O)c2ccc(C3=CCCCC3)cc2O[C@@H]1CN(C)Cc1ccccn1
  A = 6; B = -4; C = -4; D = 58; E = -130; F = -1; G = 11
> COc1ccc(NC(=O)N(C)C[C@H]2Oc3ccc(NC(=O)Nc4ccc(F)cc4)cc3CC(=O)N([C@@H](C)CO)C[C@H]2C)cc1
  A = 1; B = .; C = 3; D = 15; E = -2; F = 0; G = -7
> CCOC(=O)CCCNC(=O)c1cncc(Br)c1
  A = .; B = 1; C = -5; D = .; E = 5; F = .; G = .
> CNc1c(NS(=O)(=O)c2ccc(OC)c(Cl)c2)c(=O)oc2ccccc12
  A = -8; B = 2; C = 5; D = 2; E = -2; F = -1; G = 22
> Cc1ccc(S(=O)(=O)Nc2cccc3c2O[C@H](CN(C)C(=O)Nc2ccc(C(F)(F)F)cc2)[C@@H](C)CN([C@H](C)CO)C3=O)cc1
  A = .; B = 10&14; C = 6; D = 3; E = -9; F = -1; G = -11&-6
> CO[C@@H]1CN(C)C(=O)c2cc(NC(C)=O)ccc2OC[C@H](C)N(CC2CC2)C[C@H]1C
  A = -5; B = -19; C = 2; D = 15; E = 1; F = -4; G = -15
> COCCCN1C(=O)C(=O)/C(=C(/O)c2ccc(S(=O)(=O)N3CCCCC3)cc2)C1c1ccc(O)c(OC)c1 (configuration not stated)
  A = -1; B = 0; C = 8; D = 1; E = 9; F = 0; G = -3
> Cc1nccn1-c1cc(C(C)(C)C)nc2c(-c3ccccc3)cnn12
  A = -5; B = -11; C = .; D = 0; E = .; F = 0; G = -33
> O=C(NCC(=O)N(c1ccc(F)cc1)C(C(=O)NC1CCCC1)c1cccnc1)c1ccco1 (configuration not stated)
  A = 1; B = 2; C = -3; D = -3; E = 22; F = 3; G = 3
> Cc1cc(CC(=O)O)c2oc(-c3ccoc3)cc(=O)c2c1
  A = 3; B = 4; C = .; D = -7; E = .; F = 17; G = -2
> CN(C)C(CNC(=O)c1cccc(S(=O)(=O)N2CCN(c3ccccc3)CC2)c1)c1ccccc1 (configuration not stated)
  A = 1; B = 4; C = -2; D = 14; E = 4; F = -101; G = -8
> Cn1nc(C(F)(F)F)c(C(=O)Nc2cccc(C(F)(F)F)c2)c1SCc1ccc(Cl)cc1
  A = .; B = 14; C = -5; D = .; E = -13; F = .; G = .
> CC(=O)N(C)C[C@@H]1Oc2cc(C#CCN(C)C)ccc2S(=O)(=O)N([C@@H](C)CO)C[C@H]1C
  A = 9; B = -9; C = -1; D = 2; E = -4; F = -1; G = 10
> C[C@@H]1CCCCO[C@H](CN(C)Cc2ccncc2)[C@H](C)CN([C@H](C)CO)C(=O)c2cc(NS(C)(=O)=O)ccc2O1
  A = .; B = .; C = 5; D = .; E = -38; F = .; G = 14
> CCCOc1ccc(C(=O)NNC(=S)NC(C)=O)cc1
  A = .; B = 5; C = -6; D = .; E = 36; F = .; G = .
> Cc1ccccc1S(=O)(=O)Cc1ccc(C(=O)NC(C)c2ccccc2)o1 (configuration not stated)
  A = -6; B = 1; C = .; D = 2; E = .; F = 2; G = -8
> Cc1ccc2[nH]c(=O)c(CN(CCCN(C)C)C(=O)Nc3ccc(Cl)cc3)cc2c1
  A = .; B = 4; C = -16; D = .; E = -49; F = .; G = 7
> Cc1cc(C)n(C(=O)CN(C)S(=O)(=O)c2ccc([N+](=O)[O-])cc2)n1
  A = -3; B = -10; C = 0; D = 14; E = -1; F = 1; G = -13
> Cc1[nH]n(C(N)=S)c(=O)c1N=Nc1ccc(S(=O)(=O)N2CCCCCC2)cc1
  A = .; B = 3; C = 13; D = .; E = 5; F = .; G = .
> CCn1c(SCC(=O)N2CCC(C)CC2)nc2c(c1=O)SC(C)C2 (configuration not stated)
  A = -1; B = -1; C = .; D = -1; E = .; F = -2; G = 1
> COc1ccc(CNCCS(=O)(=O)NC2CCCC2)cc1
  A = -7; B = 18; C = 0; D = -1; E = 1; F = -4; G = -2
> Cc1nc2ccc(S(=O)(=O)Nc3ccc(-c4nc5cccnc5s4)cc3)cc2s1
  A = -2; B = 2; C = ?; D = -2; E = 12; F = -1; G = -32
> Cc1ccc(NC(=O)N2CCC(C(=O)NCC(C)C)CC2)cc1
  A = .; B = 4; C = 0; D = .; E = 1; F = .; G = .
> O=C(Cn1ccc([N+](=O)[O-])n1)NCc1cccs1
  A = 1; B = .; C = 2; D = 4; E = 8; F = 6; G = 6
> COc1ccc(/C=C/C(=O)c2cc(Br)ccc2OC(=O)c2ccco2)cc1OC
  A = -4; B = -27; C = -3; D = -2; E = -4; F = -1; G = -12
> C[C@@H]1CN([C@H](C)CO)S(=O)(=O)c2ccc(C3=CCCCC3)cc2O[C@@H]1CN(C)S(C)(=O)=O
  A = -6; B = 4; C = 4; D = -1; E = -26; F = 1; G = 0
> COc1cccc(NC(=O)c2nn(-c3ccc(OC)cc3OC)c(=O)c3ccccc23)c1
  A = -1; B = -1; C = .; D = 0; E = .; F = -4; G = .
> COc1cccc(CSc2nnc(-c3ccncc3)n2C)c1
  A = -1; B = 9; C = 5; D = -4; E = -2; F = 0; G = 8
> O=[N+]([O-])c1ccc(Sc2n[nH]c(-c3ccco3)n2)nc1
  A = 0; B = -4; C = .; D = 13; E = .; F = 3; G = -15
> CCN(CCn1cccn1)C(=O)CCc1nnc(-c2ccccc2)o1
  A = -2; B = -1; C = .; D = -4; E = .; F = 12; G = -30
> CO[C@@H]1CN(C)C(=O)c2ccc(NC(=O)C3CCCC3)cc2OC[C@@H](C)N(CC2CC2)C[C@@H]1C
  A = -1; B = -3; C = -2; D = 32; E = 7; F = 2; G = -10
